Screening results deposited in PubChem by several laboratories.
PfHsp90 set2: growth inhibition of PfHsp90-expressing yeast, primary screen, antimalarial PfHsp90 inhibitor project, S. cerevisiae, BacTiter-Glo luminescence, single point, set 2 | BacTiter-Glo ATP, 48 h; yeast lacking PDR1 and PDR3 efflux regulators | inhibition, % at 9.4 µM | 0.32% of 310,000 active | AID 504621, 2011;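 active = every replicate shows inhibition above about 80%, whatever the replicate mean, limit read from the data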;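 also: 0% = DMSO neutral controls and 100% = 20 µM radicicol positive controls; yeast relying on Plasmodium falciparum Hsp90 in place of its own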
Tat transport: E. coli Tat export inhibitors, primary screen, MC4100, TorA-mCherry reporter, fluorescence, single point | inhibition, % at 10 µM | 0.036% of 340,000 active | AID 488895, 2010;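 active = mean replicate inhibition at least 50% and at least half of replicates individually reaching 50%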;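 also: exported cargo escapes ClpAP degradation while cytoplasmic cargo is degraded and loses fluorescence; 0% = median of neutral control wells and 100% = median of NaSCN control wells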
E coli growth: E. coli V3065 growth inhibition, primary screen, counter-screen for AddAB inhibitor project, absorbance, OD600 | 18 h | inhibition, % at 11.9 µM | 0.27% of 330,000 active;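 active = inhibition above the campaign's mean inhibition across all tested compounds plus 3 SD, cut at about 9.9% in these data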;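 also: uninfected addAB+ strain grown without phage in ampicillin broth; 0% = DMSO wells and 100% = ciprofloxacin 0.95 µg/ml wells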
SUMO Mot1 rescue: yeast Mot1-301 growth rescue at high temperature, primary screen, SUMOylation pathway inhibitor project, S. cerevisiae, ATP luminescence, 38.5C; S. cerevisiae Mot1-301 growth rescue; percent above DMSO median, 100 means doubled; growth rescue, % at 18.8 µM; 1% of 320,000 active;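 active = every valid replicate shows activation above 250% relative to neutral control wells; inactive = the rest, any valid replicate at or below 250%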;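 also: OY570 slx delta 5 strain wells were the positive control but not used for scaling; some compounds called inactive have numbers as strong as hits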
Arr AP2 block: inhibitors of beta-arrestin/AP2 binding, primary screen, biochemical, GPCR trafficking, flow cytometry; FITC-arrestin peptide / GST-AP2 beads; AP2 beta2 appendage carries R879A mutation; inhibition, % at 10 µM; 0.31% of 340,000 active; AID 504490, 2011;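 active = inhibition above a set limit, near 3 SD of compounds lacking own fluorescence, cut at about 54% in these data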;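 also: plate controls were DMSO wells for no effect and 5 µM unlabelled arrestin peptide for full effect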
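Test system: GST-tagged AP2 beta2-adaptin appendage (R879A) on 4 µm glutathione beads; also added: fluorescein-tagged arrestin peptide at 50 nM final; timing: 12 min plus 1 h, RT; signal: flow cytometry, FL1 (488/535 nm); read-out: percent drop in bead-associated FITC signal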
MOR-DOR ag: agonists of OPRM1-OPRD1 heterodimerization, primary screen, cell-based, luminescence; cells; activation, % at 9.3 µM; 0.3% of 340,000 active; in the data active = activation above about 18%;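 also: 0% = vehicle-treated cells and 100% = reference agonist; values of inactives mirror those of a sister screen read the other way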
AddAB inh: growth inhibition of E. coli expressing H. pylori AddAB, primary screen, AddAB inhibitor project, absorbance. inhibition, % at 11.9 µM. 0.29% of 330,000 active. AID 435030, 2010; in the data active = inhibition above about 12%;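 also: 0% = vehicle wells of infected cells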
Pemphigus Ab inh: inhibitors of pemphigus antibody binding to DSG3, primary screen, biochemical, bead-based, flow cytometry, scFv-GFP; 0.48% of 310,000 active; DSG3-coupled beads, scFv-anti-DSG3-GFP binding; active compounds read low; AID 588358, 2011; binding (percent of control), % at 10 µM;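 active = binding more than 3 SD below its plate's average and above zero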;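 also: hits lower antibody fragment binding to DSG3; some compounds called inactive have numbers as strong as hits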
Target sequence (P32926 whole entry, looked up, the tested form may be a part): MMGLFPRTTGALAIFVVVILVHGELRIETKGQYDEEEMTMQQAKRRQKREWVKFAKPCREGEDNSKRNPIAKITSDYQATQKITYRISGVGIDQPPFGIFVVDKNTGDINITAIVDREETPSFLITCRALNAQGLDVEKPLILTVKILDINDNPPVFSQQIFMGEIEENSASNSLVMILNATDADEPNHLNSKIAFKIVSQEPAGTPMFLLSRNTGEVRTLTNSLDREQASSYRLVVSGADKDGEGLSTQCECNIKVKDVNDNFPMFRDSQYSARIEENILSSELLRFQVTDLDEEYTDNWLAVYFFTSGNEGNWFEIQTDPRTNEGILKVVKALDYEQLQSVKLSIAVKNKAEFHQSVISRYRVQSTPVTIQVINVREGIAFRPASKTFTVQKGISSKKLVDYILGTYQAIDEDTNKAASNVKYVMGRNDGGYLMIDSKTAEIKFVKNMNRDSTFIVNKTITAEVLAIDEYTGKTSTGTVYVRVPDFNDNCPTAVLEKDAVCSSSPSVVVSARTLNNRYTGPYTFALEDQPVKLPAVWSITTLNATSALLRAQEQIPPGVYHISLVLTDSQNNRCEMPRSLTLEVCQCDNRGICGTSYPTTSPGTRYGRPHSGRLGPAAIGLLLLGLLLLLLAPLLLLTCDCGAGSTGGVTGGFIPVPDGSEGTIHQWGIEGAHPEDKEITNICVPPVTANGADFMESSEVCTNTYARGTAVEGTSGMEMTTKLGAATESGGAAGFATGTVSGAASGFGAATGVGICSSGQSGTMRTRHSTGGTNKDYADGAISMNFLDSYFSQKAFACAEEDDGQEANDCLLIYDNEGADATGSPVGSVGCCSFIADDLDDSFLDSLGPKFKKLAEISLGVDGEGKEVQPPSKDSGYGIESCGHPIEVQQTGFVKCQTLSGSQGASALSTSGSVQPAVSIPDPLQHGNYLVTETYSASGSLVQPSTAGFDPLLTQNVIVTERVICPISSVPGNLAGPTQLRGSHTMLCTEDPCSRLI
PKA-R1A act: activators of PKA-R1A holoenzyme, primary screen, biochemical, fluorescence polarization, Cy5-IP20, bovine R1A, mouse PKAc | AID 504707, 2011 | activation, % at 11.4 µM | 0.083% of 340,000 active | PKA-R1A dissociation; scaled: DMSO 0%, 113 µM cGMP 100%;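 active = percent activation above the mean of all tested compounds plus 3 SD, cut at about 19% in these data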;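 also: higher means more PKAc released from R1A so a rise in polarization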
OPRM1-OPRD1 inv: inverse agonists of MOR-DOR heterodimerization, primary screen, cell-based, luminescence; Mu-type opioid receptor (Homo sapiens) + Delta-type opioid receptor (Homo sapiens), …; cell-based MOR-DOR heterodimer luminescence, inverse agonism; inhibition, % at 9.3 µM; 0.21% of 340,000 active; in the data active = inhibition above about 22%, passing the limit was not always enough;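 also: 0% = cells with DMSO and 100% = wells without cells with DMSO; values of inactives mirror those of a sister screen read the other way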
phage Ecoli inh: growth loss of phage-infected E. coli, primary screen, RecBCD inhibitor project, absorbance, with phage, HTS; inhibition, % at 11.9 µM; 0.26% of 360,000 active; AID 651602, 2012; in the data active = inhibition above about 11%
Numbers without * were called inactive; · = no result given.

cpd	smiles	PfHsp90 set2	Tat transport	E coli growth	SUMO Mot1 rescue	Arr AP2 block	MOR-DOR ag
1	O=C(O)CCC(=O)OCCCc1cc2ccccc2c(=O)o1	5	0	-1.9	-10	-2	-0.3
2	N#C/C(=C/c1ccc(N2CCOCC2)o1)c1ccc(Br)cc1	10	5	-1.2	-39	-13	4.6
3	C=CCSc1nnc2n(CCc3ccccc3)c(=O)c3c4c(sc3n12)COC(C)(C)C4	-16	0	-3.0	8	7	0.2
4	CCCCOc1ccc(C(=O)NN2CCOCC2)cc1	-5	2	-0.7	7	-1	-2.2
5	Cc1cc(C(=O)OCC(=O)c2cccc([N+](=O)[O-])c2)c2ccccc2n1	-7	-1	-0.9	-5	-3	-12
6	CC(=O)Nc1ccc(NC(=O)CCS(=O)(=O)c2ccc3c(c2)oc(=O)n3C)cc1	-29	0	-2.1	4	-6	-3.3
7	O=C(CCNC(=O)C1CCN(S(=O)(=O)c2ccc(F)cc2)CC1)Nc1ccccc1	4	13	-0.2	13	29	-2.8
8	CN(C)S(=O)(=O)c1ccc2c(c1)nc(CCC(=O)Nc1ccc(N3CCOCC3)cc1)n2C	9	0	-1.1	-9	5	-0.8
9	CCOc1ccc(CCNC(=O)c2nn(C)c3c2CS(=O)(=O)c2ccccc2-3)cc1	17	4	-3.1	4	5	-2.7
10	CCOc1ccccc1NC(=O)NCc1ccccc1	16	-9	0.9	-9	14	1.3
11	Cc1ccc(O)c(CNCCNCc2cc(C)ccc2O)c1	4	-5	-4.7	-11	11	13
12	O=c1cc(N2CCN(Cc3ccccc3)CC2)c(-c2ccccc2)n[nH]1	11	-11	-4.4	18	0	-0.8

cpd	AddAB inh	Pemphigus Ab inh	PKA-R1A act	OPRM1-OPRD1 inv	phage Ecoli inh
1	0.7	98	0	2	2.6
2	0.9	145	-4	-27	1.8
3	2.0	108	-11	-1	1.9
4	3.4	109	-16	12	2.2
5	0.9	·	1	60*	2.2
6	1.7	106	-12	18	-0.6
7	4.1	101	-6	14	1.4
8	3.8	100	0	4	-0.7
9	1.2	·	-8	13	2.9
10	5.1	94	-2	-6	3.2
11	2.5	103	-8	-61	4.2
12	-0.7	99	4	5	2.8

Next records follow:
cpd	smiles	PfHsp90 set2	Tat transport	E coli growth	SUMO Mot1 rescue	Arr AP2 block	MOR-DOR ag
13	CC(C)C(=O)Nc1c2c(nn1-c1ccccc1)CSC2	-4	1	-2.5	-4	3	-3.5
14	Cc1cc(C)c(C)c(S(=O)(=O)NCc2ccc(C(=O)N3CCN(C)CC3)cc2)c1C	7	-8	-2.2	3	-6	-1.8
15	CCCCn1c(=O)n(CC(O)c2ccccc2)c(=O)c2c1ncn2C1CCCC1 (centres undefined)	·	4	0.6	-6	22	1.1
16	Cc1cccc(CSCCNC(=O)CN2C(=O)c3ccccc3S2(=O)=O)c1	3	11	-1.8	-16	34	1.4
17	CCCCc1ccc(NC(=O)C2CCN(S(C)(=O)=O)CC2)cc1	-13	9	1.3	0	-4	-0.9
18	O=c1c2ccccc2nc(-c2ccc(Cl)cc2Cl)n1CCCn1ccnc1	21	8	-0.6	-17	1	-1.9
19	COc1ccc(C)cc1N(CC(=O)NC1CCCC1)C(=O)CCC(=O)Nc1cc(C)on1	-14	2	0.8	-14	-12	-1.8
20	O=C(NCCc1ccc(O)cc1)c1ccc(Cl)cc1	-26	-4	0.8	-19	4	-0.8
21	Cc1ccc(N2CCN(S(=O)(=O)N3CCCCC3)CC2)cc1C	11	-5	2.0	-6	7	4.8
22	CCN(CC)c1ccc(NC(=O)CCc2nnc3ccc(N4CCCC4)nn23)c(C)c1	3	5	-0.2	-4	18	-3.6
23	COc1ccc(N=C2SCC(=O)N2Cc2ccccc2)cc1	-30	2	-0.7	57	8	-2.2
24	COc1ccc(NC(=S)NCCCc2ccccc2)cc1	-9	5	0.8	95	-3	-0.7

cpd	AddAB inh	Pemphigus Ab inh	PKA-R1A act	OPRM1-OPRD1 inv	phage Ecoli inh
13	2.9	97	3	18	2.1
14	-2.1	·	-5	10	0.1
15	0.4	·	-13	-7	0.2
16	3.4	114	-15	-12	2.5
17	2.6	·	-16	4	4.0
18	1.1	108	1	8	1.1
19	-1.9	100	-9	10	3.4
20	0.0	107	-8	5	0.6
21	0.8	102	7	-25	3.2
22	6.8	109	2	18	1.8
23	1.4	88	3	11	7.9
24	1.7	101	4	5	6.3

(further entries)
cpd	smiles	PfHsp90 set2	Tat transport	E coli growth	SUMO Mot1 rescue	Arr AP2 block	MOR-DOR ag
25	O=C(Cc1ccccc1)NNS(=O)(=O)c1ccc([N+](=O)[O-])cc1	8	-2	0.7	0	-11	-1.9
26	O=C(CCOc1ccccc1)NCC(c1ccco1)N1CCCCC1 (centres undefined)	·	3	0.1	-4	-13	-2.9
27	NC(=O)NC(=O)CC1S/C(=N/N=C2\CSC(=O)N2)NC1=O (centres undefined)	·	0	1.7	-7	47	-3.0
28	COc1ccc(OC)c(NS(=O)(=O)c2ccc(Cl)s2)c1	·	2	0.8	-17	8	-2.2
29	Cc1ccc(N(C(=O)c2sc(C)nc2C)C(C(=O)NC(C)(C)C)c2ccncc2)cc1 (centres undefined)	-48	-6	-0.8	11	-3	-3.0
30	O=C(Nc1ccc2c(c1)OCO2)C1CC(c2cccc(Br)c2)=NO1 (centres undefined)	-43	-9	-0.6	1	-14	0.0
31	CN1CCN(CCn2c(=S)[nH]c3ccccc3c2=O)CC1	0	6	1.6	-7	19	-0.7
32	Cc1c(C(=O)NCC2CCCO2)sc2nc(-c3ccc(F)cc3)cn12 (centres undefined)	8	-3	0.8	-4	8	-1.8
33	COc1ccc(/C=C/C(=O)Nc2cccc(S(=O)(=O)NC3=NCCCCC3)c2)cc1OC	·	0	-0.3	34	25	-0.9
34	C=CCNC(=O)C(=O)NN=C1CCN(C)CC1	9	-1	0.9	-5	-7	-3.5
35	O=C(NCc1cccnc1)C1c2ccccc2C(=O)N1Cc1ccccc1 (centres undefined)	0	-2	-0.3	6	-9	-4.6
36	COc1ccc(CCNC(=O)CSc2nc(O)c(CCC(C)C)c(=O)[nH]2)cc1OC	-11	0	3.7	0	7	-0.2

cpd	AddAB inh	Pemphigus Ab inh	PKA-R1A act	OPRM1-OPRD1 inv	phage Ecoli inh
25	5.1	102	-11	8	3.9
26	0.7	·	-4	15	2.6
27	3.8	116	2	15	0.1
28	1.0	100	0	12	1.6
29	0.2	102	-12	17	2.5
30	1.7	112	-6	0	3.6
31	-1.6	97	1	3	1.4
32	1.8	100	-8	11	0.5
33	1.7	91	5	4	-2.0
34	2.3	108	-3	20	1.6
35	2.9	100	1	24	1.3
36	1.3	87	6	1	1.2

Other records
cpd	smiles	PfHsp90 set2	Tat transport	E coli growth	SUMO Mot1 rescue	Arr AP2 block	MOR-DOR ag
37	O=C(Nc1nc(-c2cccs2)cs1)c1ccc(S(=O)(=O)N2CCCCC2)cc1	-18	-2	-2.7	77	-10	0.2
38	CCCN(C(=O)CSCc1ccccc1C)c1c(N)n(Cc2ccccc2)c(=O)[nH]c1=O	-10	-8	-1.7	74	3	-2.6
39	C/C(=N/NC(=O)COc1cc(C)ccc1C(C)C)C(=O)O	15	-4	-1.8	-25	·	0.2
40	CCOC(=O)C1CCCN(CCSc2ccc(C)cc2)C1 (centres undefined)	15	0	-1.4	83	34	4.6
41	Cc1sc(-c2c(C#N)c(N)nc3c2CCCCCC3)cc1[N+](=O)[O-]	6	-4	1.1	-6	-4	0.9
42	O=C(CN1CCCCC1)Nc1nc(-c2ccccc2)cs1	2	8	-5.5	33	1	-1.5
43	CCOC(=O)Cc1csc(/C(=N/O)C(N)=O)n1	-8	-6	2.5	-28	6	-2.8
44	Cc1cc(C(=O)NN)c(Cl)cc1Cl	11	-8	0.0	-1	-2	-1.8
45	CCOC(=O)c1ccccc1OCc1cc(/C=N/NC(=O)c2ccncc2)ccc1OC	-23	4	0.2	6	14	8.0
46	CCc1ccc(NC(=O)CC2C(=O)N(c3cccc(OC)c3)C(=O)N2CCOC)cc1 (centres undefined)	4	-1	-0.7	458	-12	-0.8
47	C=CCn1c(C(CC)CC)nc2ccccc21	·	·	-0.7	179	2	·
48	Cc1ccccc1CNC(=O)C1CCCN(c2nnc(C)c3c(C)n(-c4ccccc4)nc23)C1 (centres undefined)	6	-8	1.1	0	-3	-0.9

cpd	AddAB inh	Pemphigus Ab inh	PKA-R1A act	OPRM1-OPRD1 inv	phage Ecoli inh
37	-0.5	100	-3	-1	2.2
38	2.8	101	-16	13	3.5
39	2.1	113	-1	-1	3.8
40	-1.1	112	4	-23	2.8
41	3.8	87	-18	-5	0.1
42	-4.7	98	-11	7	1.2
43	0.1	97	-4	16	-0.1
44	1.2	92	-7	9	4.6
45	0.3	98	-10	-41	0.5
46	5.0	99	-6	3	2.6
47	2.3	97	·	·	1.5
48	1.8	101	-15	5	2.2

Structural class, those above with fluorine (2)
cpd	smiles	PfHsp90 set2	Tat transport	E coli growth	SUMO Mot1 rescue	Arr AP2 block	MOR-DOR ag
7	O=C(CCNC(=O)C1CCN(S(=O)(=O)c2ccc(F)cc2)CC1)Nc1ccccc1	4	13	-0.2	13	29	-2.8
32	Cc1c(C(=O)NCC2CCCO2)sc2nc(-c3ccc(F)cc3)cn12 (centres undefined)	8	-3	0.8	-4	8	-1.8

cpd	AddAB inh	Pemphigus Ab inh	PKA-R1A act	OPRM1-OPRD1 inv	phage Ecoli inh
7	4.1	101	-6	14	1.4
32	1.8	100	-8	11	0.5

(continued)
cpd	smiles	PfHsp90 set2	Tat transport	E coli growth	SUMO Mot1 rescue	Arr AP2 block	MOR-DOR ag
49	CCCCCCOc1ccc(/C=N/NC(=O)C2CC2)cc1	17	0	·	1	10	-1.6
50	c1ccc(CCn2nnnc2CN2CCN(C3CCCC3)CC2)cc1	-11	-4	-1.3	·	0	-0.5
51	Cc1noc(NS(=O)(=O)c2ccc(NC(=O)CSc3nc4c(cc3C#N)CCCCC4)cc2)c1C	-32	2	-3.4	22	-5	-1.3
52	COc1ccccc1N1CCN(C(=O)Oc2ccccc2)CC1	30	4	-2.7	255	-7	-0.3

cpd	AddAB inh	Pemphigus Ab inh	PKA-R1A act	OPRM1-OPRD1 inv	phage Ecoli inh
49	·	117	5	9	0.2
50	2.0	102	1	3	-1.6
51	0.7	107	-2	7	2.3
52	1.1	100	-5	2	-0.5
